S3 lipid droplet = qHTS Assay for Lipid Storage Modulators in Drosophila S3 Cells. Drosophila S3 cells, BODIPY lipid droplet fluorescence, 18-24 h; cells fed with added oleic acid. Potency in µM for hits, for the others lipid storage change, negative = inhibition, % at the top dose, mostly 46.1 µM. actives 0.64% (n = 320,000); active means well fitted inhibition curve with a large enough effect in the signal ratio, with a control signal flat, not every such curve was filed as active; inconclusive means small, poorly fitted or top-dose-only effect, or effect the other way, or a change in a side signal; the % refers to the signal ratio
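Drosophila S3 cells loaded with oleic acid (400 uM, as added) and compounds at several concentrations; lipid droplets imaged by 488-nm laser-scanning cytometry, 500–530 nm intensity and object ratio to cell channel. Percent activity normalized to 20 uM Triacsin C.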
S3 lipid droplet cell count max = also measured in S3 lipid droplet; calls as there; cell number change, %; measured here: cell count max response;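 cells counted by Cell Tracker Red CMTPX staining in the red channel; peak over a dose series mostly up to 46.1 µM; percent activity relative to internal control wells on each plate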
Numbers without * were called inactive; i = inactive; ? = inconclusive; / = not tested or not shown. On the % scale 0 is the no-effect control and ±100 the full control effect; potency means the concentration at half of the fitted maximal effect. A portion of the library. The share of hits here may be higher or lower than overall.

Values in the order – S3 lipid droplet	S3 lipid droplet cell count max
CNC(=O)NC(=O)COc1c(F)c(F)cc(F)c1F
→ ?	/
CCn1c(SCC(=O)Nc2c(C#N)cnn2-c2ccccc2)nnc1-c1cccs1
→ -10%	1
Clc1cc2nc(-c3cccnc3Cl)[nH]c2cc1Cl
→ ?	/
Cc1ccc(CNC(=O)C2(S(=O)(=O)c3ccccc3)CC=CC2)cc1
→ ?	/
O=C(COc1ccc2c3c(c(=O)oc2c1)CCC3)NC(Cc1ccc(Cl)cc1)C(=O)O (configuration not stated)
→ -4%	2
O=C(Cn1ncc2c(=O)oc3ccccc3c21)N1CCc2ccccc2C1
→ 7%	7
CC1(/[N+]([O-])=C/c2ccc(F)cc2)CCCCC1=O (configuration not stated)
→ -9%	7
C[n+]1ccccc1Nc1cc([N+](=O)[O-])ccc1N
→ ?	/
CCOCCOc1nc2c(c(=O)n(C)c(=O)n2C)n1Cc1ccc(C)cc1
→ 7%	0
CN(C)S(=O)(=O)c1ccc(N2CCCC2)c(C(=O)NC2CCC(O)CC2)c1 (configuration not stated)
→ ?	/
NC(=S)NNc1cc(Cl)cc(Cl)c1
→ ?	/
CN1CCC(OC(=O)c2ccccc2Cl)CC1
→ ?	/
CCc1nc(SCC(=O)Nc2cc(C)on2)c2c(=O)n(C)c(=O)n(C)c2n1
→ ?	/
CCC(=O)Nc1ccc(NC(=O)CSc2nnc(-c3ccco3)n2CC)cc1
→ ?	/
Cc1nnc(SCC(=O)NC2CCCC2)n1CCc1ccccc1
→ ?	/
CN(C)c1ccc2nsnc2c1[N+](=O)[O-]
→ ?	/
COc1ccc(NC(=O)Nc2nnc(C(C)C)s2)cc1
→ i	0
CCCCOC(=O)Nc1ccc(S(=O)(=O)Nc2nccs2)cc1
→ ?	/
Cn1c(C(=O)N(Cc2ccccc2)Cc2cccs2)cc2sccc21
→ ?	/
COc1ccccc1NC(=O)C(C)OC(=O)CC1CCCCC1 (configuration not stated)
→ 21%	7

Sorted by value in S3 lipid droplet cell count max (smallest number first): 4 of the compounds above.
Molecule	S3 lipid droplet cell count max
COc1ccc(NC(=O)Nc2nnc(C(C)C)s2)cc1	0
CCn1c(SCC(=O)Nc2c(C#N)cnn2-c2ccccc2)nnc1-c1cccs1	1
O=C(COc1ccc2c3c(c(=O)oc2c1)CCC3)NC(Cc1ccc(Cl)cc1)C(=O)O (configuration not stated)	2
COc1ccccc1NC(=O)C(C)OC(=O)CC1CCCCC1 (configuration not stated)	7

Remaining list, next part.
Values in the order – S3 lipid droplet	S3 lipid droplet cell count max
CC(C)Cc1ccc(CN2CCCC(NC(=O)c3ccnn3C)C2)cc1 (configuration not stated)
→ ?	/
O=C(CC(C(=O)O)N1CCOCC1)Nc1ccc(Cl)cc1 (configuration not stated)
→ i	/
C[C@H]1C=C(C(=O)NCc2nc3ccccc3[nH]2)O[C@@H](OCc2ccc(CO)cc2)C1
→ 11%	/
CN(C)c1ccc(/C=N/NC(=O)c2cc(=O)[nH]c3ccccc23)cc1
→ ?	/
O=C(CSc1nc(C2CC2)nc2ccccc12)Nc1ccccc1N1CCOCC1
→ ?	/
Cc1ccc(/C=C/c2nc3ccccc3s2)s1
→ ?	/
Cc1ccc(S(=O)(=O)NCC(C)NS(C)(=O)=O)cc1 (configuration not stated)
→ ?	/
O=C1C(Cc2cccc([N+](=O)[O-])c2)S/C(=N/N=C/c2ccco2)N1c1ccccc1 (configuration not stated)
→ ?	/
O=c1c2c3c(sc2nc2n1CCCCC2)CCCC3
→ 17%	-9
COc1ccc(-n2cnc3cc(C(=O)NC4CCCC4)ccc32)cc1
→ ?	/
CCC(C)NC(=O)C1c2ccccc2C(=O)N1Cc1ccccc1 (configuration not stated)
→ 0%	24
Cc1ccc(C(=O)C(C)OC(=O)c2cc3cc([N+](=O)[O-])ccc3oc2=O)cc1 (configuration not stated)
→ 16%	/
COc1ccc(NS(=O)(=O)c2cn(C)cn2)cc1Cl
→ i	/
CCCCc1[nH]c(=O)c(C#N)c2c1CCCC2
→ -3%	0
CCOc1ccc(CCNC(=O)c2[nH]c(C)c(C(C)=O)c2C)cc1OCC
→ 4%	11
CCCN1C2CCCC1CC(NC(=O)c1ccccc1OC)C2 (configuration not stated)
→ 10%	2
COc1ccccc1-c1cc(-c2cc(Cl)ccc2O)n[nH]1
→ 13%	-4
Cc1noc(C)c1C(=O)Nc1ccccn1
→ ?	/
CC1(C)CC(=NNC(=O)c2n[nH]c3c2CCC3)CC(C)(C)N1
→ 10%	0
Cc1ccc(C(=O)NCC(=O)OCC(=O)Nc2ccccc2C#N)s1
→ ?	/
CCCCN1CC(=O)N2[C@H]3c4ccccc4OC[C@@H]3[C@H](c3ccccc3)[C@]2(C)C1=O
→ ?	/
CCOc1ccc(S(=O)(=O)Nc2cc(F)ccc2F)c2cccnc12
→ ?	/
Cc1ccc(CNS(=O)(=O)c2ccc(CN3C(=O)c4cccnc4C3=O)cc2)o1
→ i	10
CC(C)(C)NC(=O)NC(=O)COC(=O)C1CC(=O)N(Cc2ccccc2)C1 (configuration not stated)
→ ?	/
CCOC(=O)c1sc(C)c(C(N)=O)c1NC1=NCCCCC1
→ ?	/
COc1cc(C2NC(C(=O)O)CS2)ccc1OCc1ccccc1C#N (configuration not stated)
→ i	-10
Cc1ccsc1CN(C)CC(=O)Nc1cccc(S(=O)(=O)N(C)c2ccccc2)c1
→ ?	/
COc1cccc(CN(Cc2ccccc2F)S(=O)(=O)c2ccc(S(=O)(=O)NCc3ccccc3)cc2)c1
→ ?	/
O=C(O)CN1C(=O)/C(=C\c2cc(Br)ccc2OCc2ccc(F)cc2)SC1=S
→ i	/
COc1ccc(Cc2c(C)nc(N)nc2Cl)cc1
→ 16%	10
CCC(=O)Nc1cccc(NC(=O)COc2ccc(OC)cc2)c1
→ 25%	5
CC(C)c1ccc(NC(=O)CNCC(c2ccccc2)N(C)C)cc1 (configuration not stated)
→ ?	/
Cc1noc(/C=C/c2nn(C)cc2Cl)c1[N+](=O)[O-]
→ i	-13
CN(C)CCCN1C(=O)C(=O)/C(=C(/O)c2ccccc2)C1c1ccccn1 (configuration not stated)
→ ?	/
Cc1nc(N2CCN(C(=O)c3ccco3)CC2)nc2c1C(=O)CCC2
→ ?	/
O=C1NC(=O)C2C3c4ccccc4C(c4ccccc43)C12 (configuration not stated)
→ ?	/
CCCN(CCC)C(=O)Cn1c(=O)c2sccc2n2c(=S)sc(-c3ccccc3)c12
→ -6%	/
CCC1=C(c2cc(OC)c(OC)c(OC)c2)C2(CCCC2)C(=O)O1
→ ?	/
CCc1nn(C(C)C(=O)NCCc2ccccc2)c(=O)c2cc3occc3n12 (configuration not stated)
→ ?	/
COc1ccc(-c2nnc3n2CCCCC3)cc1
→ ?	/
O=c1c2ccccc2nnn1CSc1ncnc2ccccc12
→ -11%	3
CCCN(CC1CC1)S(=O)(=O)c1ccc(S(N)(=O)=O)cc1
→ ?	/
COc1ccc(CNC(=O)COC(=O)c2[nH]c(C)c(C(C)=O)c2C)cc1OC
→ ?	/
O=C(COC(=O)CCCSc1nc2ccccc2[nH]1)NC(=O)NC1CCCC1
→ -14%	/
NC(=O)[C@@H]1CCCNc2c(I)cc([N+](=O)[O-])cc2C(=O)N[C@@H](CO)C(=O)N[C@@H](Cc2ccc(O)cc2)C(=O)N1
→ 4%	1
O=C(N/N=C/c1ccc(O)cc1)NC12CC3CC(CC(C3)C1)C2
→ i	15
O=c1[nH][nH]c(-c2ccccc2)c1C=Nc1ccccc1Cl
→ ?	/
Cc1cccc(NS(=O)(=O)c2cccs2)c1
→ -7%	18
COC(=O)c1cc(OC)c(OC)cc1NC(=O)CC1CCCCC1
→ ?	/
N#Cc1c(-c2cccnc2)c2c([nH]c1=S)CCCC2
→ ?	/
Cc1cccc(NC(=S)Nc2cccc3ccccc23)c1
→ ?	/
CCc1nnc(NC(=O)c2cc(S(=O)(=O)N(CC)CC)ccc2Cl)s1
→ ?	/
O=C(NCCNc1ccc2ccccc2c1)c1cccn2c(=O)c3sccc3nc12
→ ?	/
O=C(O)CC1(CC(=O)Nc2ccc(Oc3cccc(C(F)(F)F)c3)nc2)CCCC1
→ ?	/
Cc1ccc(CN2CCNC(=O)C2CC(=O)NCc2cc(C)n(C)n2)cc1 (configuration not stated)
→ ?	/
COc1ccc(OCC(=O)N/N=C2/C=C(C)CC2)cc1
→ ?	/
O=C1c2cccnc2C(=O)N1c1ccccc1-c1ccccc1
→ ?	/
COc1ccc(/C=N/NC(=O)c2ccccc2Cl)cc1CSc1nc2ccccc2s1
→ ?	/
Cc1ccc(OCCC(=O)OCc2csc(CC(=O)Nc3ccccc3C)n2)cc1
→ -29%	2
Nc1ccccc1NC1=CC(=O)CC(c2ccco2)C1 (configuration not stated)
→ ?	/

More results
Values in the order – S3 lipid droplet	S3 lipid droplet cell count max
Cc1[nH]nc(-c2ccc(OCc3cnn(-c4ccccc4)c3)cc2O)c1Oc1ccc(F)cc1
→ -6%	-7
CC(C)(C)C(=O)O/N=C1\CCS(=O)(=O)c2sccc21
→ ?	/
CC(=O)c1ccc(OCCCC(=O)NCCc2ccccc2)cc1
→ i	-11
CSc1nccc(-c2nn(-c3ccc(C)cc3)ccc2=O)n1
→ ?	/
Nc1c(Cl)cc(Cl)cc1C(=O)OCC(=O)N1CCOCC1
→ ?	/
CC(=O)N1CCN(C(=O)c2cc(-c3ccc(C)o3)nc3ccccc23)CC1
→ -30%	7
CC1CC(Nc2ccccc2N)=CC(=O)O1 (configuration not stated)
→ ?	/
N#Cc1cccc(NS(=O)(=O)c2ccccc2Cl)c1
→ ?	/
CCOC(=O)c1cccc(NC(=O)c2ccc(NC(=O)C3CCCO3)cc2)c1 (configuration not stated)
→ 15µM*	-4.8*
O=C(NN=C1CCCC1)c1ccccc1[N+](=O)[O-]
→ i	7
O=C(Cn1c(=O)sc2ccccc21)Nc1nc2c(s1)CCCC2
→ ?	/
O=C(NC(=O)N1CCN(c2ccc([N+](=O)[O-])cn2)CC1)c1ccccc1F
→ ?	/
CCC(CC)NC(=O)Nc1cccc(C)c1C
→ 4%	-10
COc1ccccc1N1CCN(C2CCCN(C(=O)CCc3cnn(C)c3)C2)CC1 (configuration not stated)
→ -1%	-1
O=C(NCCc1ccccc1F)C1CC(O)CN1C(=O)Nc1ccccc1 (configuration not stated)
→ ?	/
O=C1c2ccccc2C(=O)N1CCCCN(C(=O)c1ccc(Cl)s1)c1ccc(Cl)cc1
→ ?	/
CCCn1c(N)c(N(CCOC)C(=O)COC(=O)CSc2cc(C)c3ccccc3n2)c(=O)[nH]c1=O
→ ?	/
COc1ccc(Nc2nc(NCc3ccco3)nc(N3CCOCC3)n2)cc1
→ ?	/
S=c1[nH]nc(-c2ccco2)n1/N=C/c1ccccc1Cl
→ -18%	1
Cc1ccc(NC(=O)CC(C)N2CCCC2)cc1 (configuration not stated)
→ ?	/
Cc1ccc2cccc(NC3OC(=O)c4ccccc43)c2n1 (configuration not stated)
→ 18%	/
CC(C)OCCCNc1nc2c(c(=O)n(Cc3ccccc3F)c(=O)n2C)n1C
→ ?	/
Cc1cc(C(=O)COC(=O)C2=COCCO2)c(C)n1-c1ccc2c(c1)OCO2
→ i	-11
COc1cc2nc(CN(C)Cc3ccc(F)cc3)[nH]c(=O)c2cc1OC
→ 8%	-2
Cc1ccc(NC(=S)NNC(=O)c2c(Cl)c(C)nn2C)cc1
→ ?	/
Cc1ccsc1/C=N/NC(=O)Cn1cnc2ccccc21
→ -6%	3
Cc1oc(-c2ccccc2F)nc1CS(=O)CC(=O)NCc1ccc2c(c1)OCO2 (configuration not stated)
→ ?	/
O=C(CN1CCCC1)Nc1ccc(F)cc1
→ 3%	6
Cc1ccc(NC(=O)COCC(=O)Nc2ccc(F)cc2)cc1
→ ?	/
O=C(O)c1cn(Cc2ccccn2)c(=O)c2ccccc12
→ ?	/
Cc1cc(N2CCOCC2)ccc1/C=C1/SC(=O)NC1=O
→ 6%	2
CCCC(C)C(=O)Nc1ccc(S(=O)(=O)Nc2nccs2)cc1 (configuration not stated)
→ -15%	-5
O=C(NCC1CCCCC1)c1cccc(Br)c1
→ -15%	7
O=C1[C@H]2[C@@H](C3CC3)N3C(=O)CN(Cc4ccccn4)C(=O)[C@@]3(Cc3ccccc3)[C@H]2C(=O)N1c1ccccc1
→ -18%	-1
CCOc1ccc([C@@H]2CC=C(C(=O)O)[C@H](c3cccc(Cl)c3)N2S(=O)(=O)c2ccc(C)cc2)cc1
→ ?	/
Cc1ccc(-c2cc(C(=O)NC3=NCCS3)c3ccccc3n2)cc1C
→ 1%	-7
Cc1nn(-c2cccc(C(=O)O)c2)c(C)c1Oc1ccccc1O
→ ?	/
O=C1C(C=NCCCN2CCOCC2)=C(O)c2ccccc21
→ ?	/
CC1C(O)=C(c2nc3ccccc3[nH]2)C(=N)N1c1ccccc1 (configuration not stated)
→ ?	/
O=C(CSc1nnc(SCc2ccc(Cl)cc2)s1)N1CCN(C(=O)c2ccco2)CC1
→ ?	/
O=C(CCN1CCN(c2ccccc2)CC1)NNC(=S)Nc1ccccc1
→ 3%	6
CC(C)NC(=O)/C(C#N)=C/c1cccc(NC(=O)c2ccccc2Cl)c1
→ ?	/

2 entries from above, with each value named.
> Cc1cc(C(=O)COC(=O)C2=COCCO2)c(C)n1-c1ccc2c(c1)OCO2
- S3 lipid droplet: i
- S3 lipid droplet cell count max: -11

> COc1cc2nc(CN(C)Cc3ccc(F)cc3)[nH]c(=O)c2cc1OC
- S3 lipid droplet: 8%
- S3 lipid droplet cell count max: -2

Screening results as filed in PubChem.
